Bioassay records: PubChem, several laboratories
bIAP act = bovine intestinal alkaline phosphatase activators, primary screen, biochemical, bovine IAP, CDP-star luminescence; purified bovine IAP, 30 min; stronger effect = higher value; fold of DMSO-control signal, blank-subtracted; AID 1016, 2008; 0.17% of 200,000 active; activation factor at 20 µM;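 active means activation factor of 2 or more at 20 µM, a signal rise over negative controls twice the positive control's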
PMI activator = activators of human PMI, primary screen, biochemical, fluorescence intensity, near-Km mannose 6-phosphate | 0.005% of 190,000 active | activation factor at 20 µM | purified human PMI, coupled resazurin fluorescence, 20 min; stronger effect = higher value; 1 = vehicle control, 0 substrate-free wells | Mannose-6-phosphate isomerase (Homo sapiens), P34949;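 active means activation factor of 2 or more at 20 µM, relative to plate controls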
Target sequence (P34949 whole entry, looked up): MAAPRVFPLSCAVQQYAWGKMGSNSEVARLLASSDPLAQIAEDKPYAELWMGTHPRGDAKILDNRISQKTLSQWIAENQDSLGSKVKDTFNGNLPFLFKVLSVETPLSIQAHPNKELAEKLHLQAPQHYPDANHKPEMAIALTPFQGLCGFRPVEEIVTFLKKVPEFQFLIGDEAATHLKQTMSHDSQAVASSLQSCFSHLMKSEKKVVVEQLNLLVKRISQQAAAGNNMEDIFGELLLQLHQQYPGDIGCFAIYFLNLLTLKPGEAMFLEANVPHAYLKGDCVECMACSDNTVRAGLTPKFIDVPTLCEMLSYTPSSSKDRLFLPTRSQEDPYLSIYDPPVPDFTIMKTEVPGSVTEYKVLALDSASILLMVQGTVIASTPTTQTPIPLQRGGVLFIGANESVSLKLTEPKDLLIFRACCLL
L major viab = Leishmania major promastigote growth inhibition, primary screen; Leishmania major promastigotes, resazurin fluorescence viability; inhibition, % at 10 µM; 9% of 200,000 active; in the data active means inhibition above about 50%;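 further: promastigotes grown with compound for 44 hours at 28 °C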
Diaphorase act = compounds boosting diaphorase resazurin reduction – biochemical, uHTS, resorufin fluorescence, counter-screen for diaphorase-coupled primary assays, primary screen. activation factor at 20 µM. Diaphorase/resazurin coupled assay, 16 min; stronger effect = higher value; 1 = vehicle wells, 0 = NADH-free wells. 0.005% of 190,000 active;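 active means diaphorase activity raised at least twofold by the compound at 20 µM; inactive means activation factor below 2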
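Measured by – red resorufin fluorescence at 544/590 nm excitation/emission · Test system – Clostridium kluyveri diaphorase, purified enzyme · Incubation – reaction time 16 min, room temperature · Buffer or medium – 50 mM HEPES pH 7.4 with 4.542 mM MgCl2, 0.005% Tween 20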
TNAP act hi DEA = TNAP activators at high phosphate acceptor level, primary screen, biochemical, luminescence, uHTS; Alkaline phosphatase, tissue-nonspecific isozyme (Homo sapiens), P05186; purified TNAP, CDP-star luminescence, 1 M DEA, 30 min; stronger effect = higher value; 0 = EDTA background, 1 = DMSO-only activity; activation factor at 20 µM; 200,000 tested, under 10 active;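 active means activation factor at least 2 at 20 µM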
Target sequence (P05186 whole entry, looked up): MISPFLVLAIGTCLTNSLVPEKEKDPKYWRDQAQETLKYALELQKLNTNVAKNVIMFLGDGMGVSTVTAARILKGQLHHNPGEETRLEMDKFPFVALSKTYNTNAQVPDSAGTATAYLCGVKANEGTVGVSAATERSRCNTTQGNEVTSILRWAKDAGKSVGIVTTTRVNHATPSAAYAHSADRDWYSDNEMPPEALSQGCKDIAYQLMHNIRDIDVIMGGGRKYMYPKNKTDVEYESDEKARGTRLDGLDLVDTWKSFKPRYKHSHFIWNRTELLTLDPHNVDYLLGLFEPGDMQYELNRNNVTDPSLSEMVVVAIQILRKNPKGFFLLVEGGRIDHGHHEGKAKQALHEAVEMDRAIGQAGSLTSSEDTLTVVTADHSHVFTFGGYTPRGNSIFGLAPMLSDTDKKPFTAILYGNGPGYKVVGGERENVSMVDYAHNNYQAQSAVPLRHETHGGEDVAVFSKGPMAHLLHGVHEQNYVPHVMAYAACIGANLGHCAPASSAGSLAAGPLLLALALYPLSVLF
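Measured by: Luminescent substrate turnover signal | Test system: Human TNAP | Input: TNAP 1/800 final | Dosing: 20 µM single point | Schedule: 30 min, room temperature | Controls: EDTA wells as negative control, DMSO wells as positive control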
bIAP inh = bovine intestinal alkaline phosphatase inhibitors, primary screen, selectivity assay for TNAP inhibitor project, biochemical, bovine IAP, CDP-star luminescence; 190,000 tested, under 10 active; inhibition, % at 20 µM; purified bovine IAP, 30 min; alkaline phosphatase, intestinal [Bos taurus];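 active means over 50% inhibition of intestinal alkaline phosphatase at 20 µM in the single-dose screen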
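Assay system: bovine IAP enzyme; medium: DEA buffer 100 mM, pH 9.8, with MgCl2 1.0 mM, ZnCl2 0.02 mM; doses: 20 µM single dose; incubation: enzyme reaction for 30 min at room temperature; detection: CDP-star luminescence signal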
PMI act hi M6P = human PMI activators, high substrate, primary screen, biochemical, fluorescence intensity, near-saturating mannose 6-phosphate | AID 1216, 2008 | activation factor at 20 µM | 0.34% of 190,000 active | coupled PMI enzyme assay, resazurin fluorescence, 20 min; stronger effect = higher value; 1 = untreated enzyme, 0 = substrate-free blank | Mannose-6-phosphate isomerase (Homo sapiens), P34949;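 active means activation factor of 2 or more at 20 µM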
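Test system: human phosphomannose isomerase with PGI, G6PDH, diaphorase coupling enzymes; Amount: PMI at 15 ng/mL final; Reagent: Mannose-6-phosphate 1.0 mM (near-saturating) plus 0.22 mM NADP+; Timing: 20 min, room temperature; Technique: resorufin fluorescence at Ex 544/Em 590 nm; Dosing: 20 µM single dose.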
TNAP inh no acc = human TNAP enzyme inhibitors, primary screen, biochemical, luminescent, no phosphate acceptor, uHTS; Alkaline phosphatase, tissue-nonspecific isozyme (Homo sapiens), P05186; purified TNAP, CDP-star luminescence, 30 min; inhibition, % at 20 µM; 0.26% of 200,000 active;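 active means tissue-nonspecific alkaline phosphatase inhibition above about 50% at 20 µM in the single-dose screen, limit read from the data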;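 further: 0% = DMSO negative control and 100% = EDTA positive control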
Diaph inh CS = diaphorase inhibitors and chemical oxidizers, primary screen, counter-screen for diaphorase-coupled primary assays, biochemical, uHTS, resorufin fluorescence; diaphorase resazurin-to-resorufin fluorescence, NADH, 16 min; bacterial (C. kluyveri) enzyme, not human; inhibition, % at 20 µM; 0.69% of 190,000 active; AID 1217, 2008;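 active means primary screen inhibition at 20 µM above a set limit, cut at about 50% in these data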;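 further: plate controls were DMSO with full reaction for no effect and wells lacking NADH for full effect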
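material = Clostridium kluyveri diaphorase enzyme | amount = 0.14 U/mL diaphorase, enzyme working solution | schedule = incubation 16 min, room temperature | detection = fluorescence of resorufin formed from resazurin, Ex 544/Em 590 nm | benchmarks = positive control minus NADH, DMSO neutral control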
TNAP inh hiacc = human TNAP enzyme inhibitors, primary screen, biochemical, luminescent, high phosphate acceptor level, uHTS | Alkaline phosphatase, tissue-nonspecific isozyme (Homo sapiens), P05186 | purified TNAP, CDP-star luminescence, 1 M DEA | inhibition, % at 20 µM | 0.03% of 200,000 active | AID 1135, 2008;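 active means over 50% inhibition of tissue-nonspecific alkaline phosphatase at 20 µM in the single-dose screen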;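 further: plate controls were DMSO wells for no effect and EDTA-quenched wells as full inhibition for full effect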
An asterisk follows results filed as active; / = no result given.

Results follow in this order: bIAP act	PMI activator	L major viab	Diaphorase act	TNAP act hi DEA	bIAP inh	PMI act hi M6P	TNAP inh no acc	Diaph inh CS	TNAP inh hiacc
1) Cn1cccc1C(=O)NC(=O)COC(=O)CNC(=O)c1ccc(Cl)cc1Cl
  0.8	1.2	-6	0.9	1	19	0.9	-15	12	0
2) O=C(Nc1ccc(OCC(=O)N2CCOCC2)cc1)c1cncc(Br)c1
  0.9	1.1	-3	0.9	1	8	1.1	-11	5	-4
3) CC(C)=CCCC1=CCC2C(=O)NNC(=O)C2C1 (stereo unspecified)
  0.9	1.1	-6	0.9	1	9	1	-3	10	-4
4) O=C1CC(c2ccco2)CC(O)=C1C=NCCN1CCN(C(=O)Nc2ccc(Cl)cc2)CC1 (stereo unspecified)
  1	0.9	-7	0.9	1	-4	0.9	-12	11	2
5) Cc1cccc(N(C(=O)c2snc(C(N)=O)c2N)C(C)C(=O)NCC2CCCO2)c1 (stereo unspecified)
  1	1	-4	1	1.1	3	0.9	-13	5	-5
6) O=C(CSc1nnc(-c2ccc(S(=O)(=O)N3CCCC3)cc2)o1)NCC1CCCO1 (stereo unspecified)
  0.9	1	-1	0.9	1.1	6	1	-10	10	-7
7) CCOC(=O)CSc1[nH]c(=O)cc(C)c1C#N
  1	1	-5	0.9	1	5	1	-8	7	0
8) O=C(c1cc2c(s1)-c1ccccc1OC2)N1CCN(c2ccccn2)CC1
  0.9	1	-11	0.9	1.1	13	0.9	5	6	-7
9) COc1ccc(C2=NCN(c3ccc(C)cc3)C(=S)N2)cc1
  1	1.1	-6	0.8	1.1	3	1	-4	25	-9
10) O=c1c2cn[nH]c2[nH]c(=S)n1-c1cccc2ccccc12
  0.9	1.1	-3	0.6	1	10	0.9	-45	43	-2
11) CCc1ccc2nc3sc(C(=O)O)cc3cc2c1
  1.3	1.2	-5	1	1.1	-27	1.1	-6	-4	-9
12) Cc1cc(NC(=O)C23CC4CC(C2)CC(n2cnc([N+](=O)[O-])n2)(C4)C3)no1
  1.1	1	51*	1	1	-13	0.9	-4	-5	-3
13) COc1cccc(OC)c1C(=O)N1CCN(Cc2ccccc2C(F)(F)F)CC1
  1	0.8	5	0.9	1	1	0.9	-5	11	2
14) CN(Cc1ccccc1)Cc1nc2c(c(=O)n(C)c(=O)n2C)n1CCCc1ccccc1
  1	0.9	29	0.8	1	2	0.9	-10	16	-2
15) O=C(Nc1nc2cc3c(cc2s1)OCCO3)c1ccncc1
  1.1	1.3	95*	1	1	-6	1.1	-2	5	4
16) COCCn1c(Cc2cccn2C)nnc1SCC(=O)Nc1nccs1
  1.2	1	2	0.9	1	-20	0.9	5	15	1
17) Cc1nn(-c2ccccc2)c(N)c1Sc1ccccc1[N+](=O)[O-]
  0.8	0.8	0	0.9	1	18	1	-10	13	0
18) Cc1nnc(SCc2ccc(F)cc2)n1NC/C=C/c1ccccc1
  0.9	0.9	-9	0.8	1	12	0.9	0	16	3
19) COc1ccccc1OCc1ccc(C(=O)NC(C)(C)C)o1
  1	0.9	3	0.8	1	-3	0.9	-8	18	1
20) COc1ccccc1-c1nc(S(=O)(=O)c2ccc(Cl)cc2)c(N(C)C)o1
  1	1	-7	0.9	1	5	1.2	-5	9	-1
21) Cc1ncc(C[n+]2csc(CCOC(=O)CC3C4CC5CC(C4)CC3C5)c2C)c(N)n1 (stereo unspecified)
  1	1	-2	0.9	0.9	1	1	-8	14	6
22) CCc1ccc(-c2csc3[n+]2CCN3C(C)=O)cc1
  1	0.7	7	0.8	1	5	0.9	-6	23	-2
23) CC(C)(C)C1CCC(C(=O)OCC(=O)Nc2ccc3[nH]c(=O)[nH]c3c2)CC1 (stereo unspecified)
  1	1	4	0.9	1.1	0	0.9	-12	10	-5
24) COc1cccc(NC(=O)CNC(=O)c2ccc(OC)c(OC)c2)c1
  1	1	-5	1.1	1	-4	1	-3	-14	-2
25) Cc1ccc(S(=O)(=O)Nc2c(C)nn(C)c2C)cc1
  0.9	1	-5	0.9	1	7	1.1	-7	5	-4
26) CN1/C(=C/C(=O)c2cccs2)Sc2ccccc21
  0.8	1	10	0.9	1	20	1	-3	12	-4
27) Cc1nnc(SC(C(=O)Nc2ccc(Cl)c([N+](=O)[O-])c2)c2ccccc2)[nH]c1=O (stereo unspecified)
  0.9	1.1	16	0.9	1	8	1.1	-4	9	-2
28) O=C(COc1ccc(S(=O)(=O)NC2CCCCC2)cc1)NCc1cccnc1
  0.9	0.9	1	0.9	1.1	7	1	-12	11	-8
29) CCCC(=O)Nc1ccc(C(=O)NNC(=S)NC(=O)c2cccs2)cc1
  1.2	1.2	99*	0.8	1	-20	1.2	-2	18	-2
30) Cc1nnc(SCc2ccc(C(=O)Nc3cc(Cl)ccc3C)cc2)s1
  1	1	-1	0.8	1	0	0.9	-7	18	-1

Results follow in this order: bIAP act	PMI activator	L major viab	Diaphorase act	TNAP act hi DEA	bIAP inh	PMI act hi M6P	TNAP inh no acc	Diaph inh CS	TNAP inh hiacc
31) COc1ccc(S(=O)(=O)n2nc(OC(C)=O)cc2N(C(C)=O)C(C)=O)cc1
  1	1	-5	0.8	1.1	1	1	-10	19	-7
32) COC(=O)C1CCN(c2c([N+](=O)[O-])cc(C(F)(F)F)cc2[N+](=O)[O-])CC1
  0.9	0.9	-6	0.8	1	13	0.8	-2	21	3
33) COC(=O)c1ccc(CN(c2ccccc2Cl)S(C)(=O)=O)cc1
  1	1	3	0.9	1.1	-2	1	-10	10	-7
34) COCCCNC(=S)NNC(=O)C(O)(c1ccccc1)c1ccccc1
  1.7	1.1	-4	1	1	-71	1.1	-153	1	-1
35) Cc1nc(C)c(-c2csc(Nc3cccnc3)n2)s1
  0.9	0.8	49	0.9	1	11	0.8	-10	9	-3
36) O=C(C[n+]1cccc(NC(=O)c2ccccc2)c1)c1ccc(NC(=O)c2ccccc2)cc1
  0.9	1	71*	1.1	1	12	1	-4	-14	-2
37) COc1cc(CN2CCNC(=O)C2CC(=O)N(C)Cc2ncc[nH]2)cc(OC)c1 (stereo unspecified)
  1.2	/	0	/	1	-17	/	-4	/	-2
38) Cc1cc(C)nc(NS(=O)(=O)c2ccc(NC(=S)NC(=O)c3ccco3)cc2)n1
  1	1	-8	0.8	1	3	1	-4	17	-1
39) O/N=C1/C2C3C(Br)C4C5CC(C1C53)C24 (stereo unspecified)
  1.1	0.9	-6	0.9	1.1	-8	0.9	-14	10	-6
40) CCN(CC)C(=O)COc1ccc(-c2nnc(N3CCCCC3)c3ccccc23)cc1
  1	0.9	-1	0.8	1.1	0	0.9	-8	23	-8
41) Cc1ccc2sc(N(CCCN(C)C)C(=O)c3nc4ccccc4s3)nc2c1C
  1.1	1	37	1.2	1	-8	1	-10	-17	3
42) COc1ccccc1CN1C(=S)SC(C)(C)C1NO (stereo unspecified)
  0.8	0.9	0	0.9	1	17	0.9	-8	13	-2
43) COC(=O)c1ccc(NC(=O)c2cc3sccc3n2C)cc1
  0.9	1	20	1	1	6	1	-2	-2	-4
44) COc1cc(/C=N/O)cc(Cl)c1OC
  0.7	1	-3	1	1	25	1	-5	2	2
45) Cc1cc(C)n(-c2ncc(C#N)cn2)n1
  1.2	1.2	-5	1	1.1	-24	1.1	-12	0	-8
46) O=C1CSC2(C(=O)N3CCCc4cccc2c43)N1c1cccc(C(F)(F)F)c1 (stereo unspecified)
  1.1	1	13	0.9	1	-6	1.1	-12	9	-4
47) N#CC1=C(c2ccccc2)/C(=C/c2ccccc2)OC1=O
  1	0.9	92*	0.8	1	-4	1	-1	21	5

Some of these compounds in order of their number in TNAP inh no acc, rising:
No.	Structure	TNAP inh no acc
39	O/N=C1/C2C3C(Br)C4C5CC(C1C53)C24 (stereo unspecified)	-14
4	O=C1CC(c2ccco2)CC(O)=C1C=NCCN1CCN(C(=O)Nc2ccc(Cl)cc2)CC1 (stereo unspecified)	-12
47	N#CC1=C(c2ccccc2)/C(=C/c2ccccc2)OC1=O	-1
18	Cc1nnc(SCc2ccc(F)cc2)n1NC/C=C/c1ccccc1	0
